High-throughput results as filed in PubChem BioAssay.
PNC assembly inh – High Content Assay for Compounds that inhibit the Assembly of the Perinucleolar Compartment. activity change (PNC), negative = inhibition, % at 10 µM. PC3M PTB-GFP, PNC prevalence imaging, 16 h; active compounds read low. actives 3.1% (n = 140,000). AID 2417, 2010;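 active means readout at or below -70, meaning at least 70% loss of cells showing the perinucleolar compartment, a nuclear body marking cancer cells; inconclusive means readout between -30 and a set limit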;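 further: plate controls were DMSO wells for no effect and camptothecin positive control wells for full effect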
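Read-out is percentage of cells bearing a perinucleolar compartment, from automated 20x imaging of fixed, Hoechst-stained PC3M PTB-GFP cells. Cells were seeded 4 h, then exposed 16 h to compound (23 nl of library stock) in duplicate plates.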
ALOX12 inhib – qHTS Assay for Inhibitors of 12-hLO (12-human lipoxygenase); Polyunsaturated fatty acid lipoxygenase ALOX12 (Homo sapiens), P18054; purified 12-hLO, xylenol orange hydroperoxide absorbance; actives 0.12% (n = 150,000); Potency, µM (top dose mostly 57.1 µM), for the others: at the highest dose activity change, negative = inhibition, hits mostly inhibitors; further: potency means the concentration at half of the fitted maximal effect; nearly all actives have a fitted effect of over 55% in size; many of its hits are not listed in these tables
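Xylenol orange chromogenic assay: hydroperoxide from 12hLO oxidises Fe(II), giving red-shifted Fe(III)-XO absorbance. Conditions: 150 nM enzyme, 40 uM arachidonic acid, 25 mM Hepes pH 7.0, 0.01% Triton X-100, 30 min, room temperature.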
IMPase inh – qHTS Assay for Identifying the Cell-Membrane Permeable IMPase Inhibitors | AID 901, 2007 | 120,000 tested, under 10 active | inhibition (IP1 accumulation), % at 46.1 µM | Inositol monophosphatase 1 (Rattus norvegicus), P97697 | CHO-M1 cells, IP1 accumulation, HTRF TR-FRET ratio; active means well fitted curve in the direction sought with a large enough effect in the signal ratio, not every such curve was filed as active; inconclusive means small, poorly fitted or top-dose-only effect, or a change in a side signal; inactive means no such curve, though single readings can be large or run the other way; the % refers to the signal ratio;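 further: cells stimulated with carbachol in lithium chloride buffer; plate controls were DMSO basal wells for no effect and reference inhibitor wells for full effect; higher means more IMPase inhibition seen as more IP1 and lower FRET ratio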
Target sequence (P97697 whole entry, looked up): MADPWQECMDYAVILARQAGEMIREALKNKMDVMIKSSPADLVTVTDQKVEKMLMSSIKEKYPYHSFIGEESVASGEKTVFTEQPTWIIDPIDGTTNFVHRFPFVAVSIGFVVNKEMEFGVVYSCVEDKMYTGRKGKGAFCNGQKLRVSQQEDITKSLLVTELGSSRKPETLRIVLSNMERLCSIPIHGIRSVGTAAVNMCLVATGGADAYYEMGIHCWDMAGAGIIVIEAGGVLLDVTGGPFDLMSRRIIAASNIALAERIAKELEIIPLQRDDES
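The IP-One HTRF competitive assay in carbachol-stimulated CHO-M1 cells quantifies cellular IP1. Compounds spanned up to 46 uM final, and activity is expressed as AC50 from concentration-response fits of the ratio and donor data.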
15-hLO-2 inh – qHTS Assay for Inhibitors of 15-hLO-2 (15-human lipoxygenase 2); Polyunsaturated fatty acid lipoxygenase ALOX15B (Homo sapiens), O15296; purified 15hLO-2, xylenol orange hydroperoxide absorbance; Potency, µM (doses to about 57.1 µM), for the others: top-dose activity change, negative = inhibition, hits mostly inhibitors; actives 0.56% (n = 110,000); further: potency means the concentration at half of the fitted maximal effect; nearly all actives have a fitted effect of over 60% in size; many of its hits are not listed in these tables
Target sequence (O15296 whole entry, looked up): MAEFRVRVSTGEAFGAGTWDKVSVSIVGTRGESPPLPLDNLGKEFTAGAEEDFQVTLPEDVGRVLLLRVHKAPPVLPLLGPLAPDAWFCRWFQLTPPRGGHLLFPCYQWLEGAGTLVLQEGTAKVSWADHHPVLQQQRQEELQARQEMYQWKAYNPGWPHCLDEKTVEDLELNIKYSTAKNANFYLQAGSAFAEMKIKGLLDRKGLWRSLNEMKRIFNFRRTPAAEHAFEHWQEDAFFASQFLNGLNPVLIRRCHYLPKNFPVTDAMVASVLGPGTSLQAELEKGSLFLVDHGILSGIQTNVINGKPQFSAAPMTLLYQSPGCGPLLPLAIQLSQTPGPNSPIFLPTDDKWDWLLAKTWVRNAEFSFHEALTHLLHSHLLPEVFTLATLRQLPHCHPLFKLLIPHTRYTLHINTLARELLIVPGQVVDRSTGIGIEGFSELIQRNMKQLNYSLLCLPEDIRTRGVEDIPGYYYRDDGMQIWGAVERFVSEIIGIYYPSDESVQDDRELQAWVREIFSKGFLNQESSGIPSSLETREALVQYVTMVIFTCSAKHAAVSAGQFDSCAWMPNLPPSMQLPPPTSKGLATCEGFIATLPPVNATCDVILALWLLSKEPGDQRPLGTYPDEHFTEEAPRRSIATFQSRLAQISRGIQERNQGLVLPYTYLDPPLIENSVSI
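Screening format was qHTS against 50 nM purified 15hLO-2 in Hepes pH 7.5 with detergent. Activity follows hydroperoxide formation from 45 uM arachidonic acid, measured as 573:405 nm absorbance ratio of the ferric-xylenol orange complex.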
Active calls of the source: *; ? = inconclusive; · = no result given; [ ] = another dose, or the depositor's remark. Unless noted, the call rests on the fitted dose curve; in most records, active means well fitted curve in the direction sought with a large enough effect; inconclusive means small, poorly fitted or top-dose-only effect, or another doubt; inactive means no such curve, though single readings can be large; an effect the other way counts as inactive or inconclusive. Unless noted, on the % scale 0 is the no-effect control and ±100 the full control effect. The list is partial; the hit share may differ from the screen's.

entry	Structure	PNC assembly inh	15-hLO-2 inh	ALOX12 inhib	IMPase inh
1	CC(=O)Nc1ccc(NC(=O)/C=C/c2cccc(C(F)(F)F)c2)cc1	7	·	4%	10
2	O=S(=O)(NC1=NCCC1)c1cccc(NC(=S)NCCc2ccccc2)c1	?	·	-2%	·
3	COCCn1c(C)cc(C(=O)CSc2nnc(C)s2)c1C	-2	-7%	-11%	?
4	COc1ccc(Sc2nnc(Cc3ccccc3)c3ccccc23)cc1	-10	-1%	-2%	11
5	O=C(NCCCN1CCCCC1)c1ccc2c(c1)NC(=O)C(N1CCCCC1)S2 (stereo not given)	1	12%	-2%	3
6	N#Cc1ccc(C(=O)NCC(c2ccco2)N2CCCCC2)cc1 (stereo not given)	23	9%	-7%	3
7	O=c1[nH]cnc2c1C1(CCCC1)Cc1ccccc1-2	2	-10%	2%	-6
8	Cc1cc(C)c2nc3s/c(=C/c4ccccc4)c(=O)n3c2c1	?	-19%	-4%	6
9	CCN1CCN(C(c2cc(OC)c(OC)c(OC)c2)c2nnnn2C(C)C)CC1 (stereo not given)	?	3%	1%	4
10	COC1(OC)N=C(N)C2(C#N)C(c3ccc(C)cc3)C12C#N (stereo not given)	102	15%	3%	-5
11	COc1cccc(NC(=O)CSc2ccccn2)c1	-26	-5%	-3%	-1
12	CN(C)C(=O)Cn1c(SCC(=O)NC2CCCCC2)nc2ccccc21	10	·	3%	-2
13	CCOC(=O)C1=C(C)NC(SC(C)=O)=NC1c1ccc(OC(C)=O)c(OC)c1 (stereo not given)	?	0%	-12%	10
14	O=C(O)CC(SCc1ccc(C(=O)O)o1)C(=O)O (stereo not given)	152	·	0%	-10
15	COc1ccc(C(=O)n2c(-c3ccco3)nc3ccccc32)cc1	?	9%	-11%	5
16	COc1ccccc1N1CCN(Cc2cc(Br)c(O)c3ncccc23)CC1	5	20%	-17%	9
17	O=C1c2[nH]nc(-c3ccccc3O)c2C(c2cccc(Cl)c2)N1CC1CCCO1 (stereo not given)	?	-13%	-1%	-11
18	CCc1nnc(NC(=O)CCC(=O)NCC2CCCO2)s1 (stereo not given)	36	0%	2%	-17
19	O=C(NCc1ccccc1F)c1cccs1	19	9%	0%	-1
20	O=C(O)c1cn(Cc2ccccc2)c2ccccc2c1=O	?	·	-1%	·
21	COc1ccc(OC)c(S(=O)(=O)n2nc(C)cc2C)c1	15	2%	5%	0
22	C/C(=N\Nc1nc2ccccc2[nH]1)c1ccc(C)o1	8	·	-3%	12
23	CC1CCN(CC[C@H]2CCCN2S(=O)(=O)c2cccc(O)c2)CC1	·	18%	0%	4
24	CNS(=O)(=O)c1ccc(NCC2COc3ccccc3O2)c([N+](=O)[O-])c1 (stereo not given)	72	·	-2%	·
25	Cc1ccc(CC(=O)Nc2nncs2)cc1	196	·	7%	-1
26	O=C(CSCc1cnn(-c2ccccc2)c1-n1cccc1)NCC1CCCO1 (stereo not given)	?	3%	3%	1
27	O=C(CSc1nnc(CNC(=O)c2c(F)cccc2Cl)o1)NCc1ccc2c(c1)OCO2	18	-2%	-11%	-11
28	CC[C@H]1C(c2ccc(F)cc2)=NN(c2ccccc2)[C@@H]1CO	·	-24%[0.0915 µM]	-9%[0.00818 µM]	·
29	C=CCN1C(=O)/C(=C2/C(=O)N(CC(=O)O)c3ccccc32)S/C1=N/c1nccs1	-15	-15%	-26%	3
30	Cc1ccc(Nc2nc3c(c(=O)[nH]c(=O)n3C)n2Cc2ccc(F)cc2)cc1	?	·	3%	?
31	Cn1c(SCC(=O)c2c(N)n(C)c(=O)n(C)c2=O)nnc1-c1ccc(F)cc1	-14	·	-2%	·
32	Cc1nc2[nH]c(=O)c3c(n2n1)NC1=C(C(=O)CC(C)(C)C1)C3c1ccccc1 (stereo not given)	2	2%	5%	0
33	CCOC(=O)CC(=O)CSc1nnc2c(n1)[nH]c1ccccc12	?	-5%	-8%	0
34	Cc1nc(CNS(=O)(=O)c2cc(F)ccc2F)cs1	24	·	-2%	4
35	COc1cc(OC)cc(C(=O)NNc2nc3cc4c(cc3s2)OCO4)c1	-4	·	-6%	·
36	COC(=O)NCC(c1cccnc1)N1CCN(c2ccccc2F)CC1 (stereo not given)	-19	·	4%	-3
37	O=C(NN=C1CCCC1)c1ccn[nH]1	2	·	3%	·
38	CC(=O)NS(=O)(=O)c1ccc(NC(=O)C2c3ccccc3Oc3ccccc32)cc1	-18	·	-3%	-11
39	O=C(N/N=C/c1c(Cl)cccc1Cl)c1ccc(F)cc1	3	-6%	-4%	10
40	C=CCNC(=O)C(C(=O)OCC)C1CCCCC1 (stereo not given)	40	·	2%	11
41	CCOC(=O)C1=C(O)/C(=C\c2ccc(CNC(=O)C(=O)Nc3ccc(C)c(C)c3)o2)N=C1C	-11	-4%	-10%	-2
42	O=C(Nc1nc(-c2ccccc2)cs1)C1CCCCN1S(=O)(=O)c1ccc(Cl)cc1 (stereo not given)	28	3%	1%	7
43	COC(=O)c1cccc(NC(=O)c2ccco2)c1	30	·	-1%	?
44	COCC(=O)N1CCC2(CCCN(Cc3ccccc3OC)C2)CC1	·	1%	0%	·
45	Cc1cc(Cl)ccc1NC(=S)NCc1ccccc1Cl	-20	·	?	·
46	O=C(CN1CCCCCC1)N1c2ccccc2Sc2ccc(C(F)(F)F)cc21	228	·	7%	16
47	Cc1ccc(N(CCC(=O)O)S(=O)(=O)c2ccccc2)cc1	4	·	0%	·
48	COc1ccc(CC(=O)N2CC(=O)N(CCc3ccccc3)C(=O)C2)cc1	-28	-1%	-2%	-4
49	CCCc1cc(=O)oc2c(CN3CCOCC3)c(O)ccc12	-28	-1%	-3%	-14
50	COc1ccc(NC(=O)c2ccc(Br)o2)cc1	7	12%[0.0915 µM]	0%[0.00818 µM]	·
51	CCOC(=O)c1[nH]c(C)c(C(=O)Nc2cc(OC)ccc2OC)c1C	-107*	1%[2.29 µM]	3%	1
52	COc1ccc(-n2c(Cc3cccn3C)nnc2SCC(=O)Nc2nc(C)cs2)cc1	36	·	-2%	6
53	CC1=C/C(=N\NC(=O)c2ccccc2)CC1	59	·	0%	·
54	c1ccc(-c2nc(NCc3cccnc3)c3ccccc3n2)cc1	1	39%[activator]	-8%	3
55	CCOc1cc(C2NC(=O)N(C)C(C)=C2C(=O)OC)cc(Br)c1O (stereo not given)	?	?	-30%	2
56	O=P(O)(c1ccccc1)c1ccccc1O	-1	-5%	-9%	2
57	CCn1cc(C(=O)NCc2ccc3c(c2)OCO3)c(=O)c2cc(S(=O)(=O)N3CCOCC3)ccc21	1	-4%	-18%	8
58	C[N@@+]1(Cc2ccc(Cl)c(Cl)c2)CCC[C@@H]1c1ccc[n+](Cc2ccc(Cl)c(Cl)c2)c1	·	2%[11.4 µM]	-3%[11.4 µM]	·
59	Cn1cnc([N+](=O)[O-])c1Sc1ncnc2nc[nH]c12	·	0%	-2%	3
60	COC(=O)Cn1cc(C(=O)OC)cc(Br)c1=O	-23	-7%	-1%	-5

The list continues.
entry	Structure	PNC assembly inh	15-hLO-2 inh	ALOX12 inhib	IMPase inh
61	CS(=O)(=O)N1CCN(c2ccc(NC(=O)C(c3ccccc3)c3ccccc3)cc2)CC1	?	·	-3%	11
62	CC(C)CNC(=O)c1cc(-c2ccco2)on1	87	-7%	0%	-3
63	Cc1cc(C)cc(NS(=O)(=O)c2ccc3[nH]c(=O)[nH]c3c2)c1	3	6%[2.29 µM]	2%	-7
64	Nc1nc(CN2CCN(Cc3ccc4c(c3)OCO4)CC2)nc(Nc2ccccc2)n1	-129*	38%[activator]	1%	-5
65	N#CN=C1CCCCCN1CC(N)=O	-17	6%	3%	-7
66	O=C(COc1ccc2ccccc2c1)N1CCN(C(=O)c2cccnc2)CC1	-25	1%	-2%	0
67	CCOC(=O)C1=C(C)Nc2ccc(C)cc2S1	1	4µM*	?	4
68	Cc1cc(NC(=O)CCCSc2nc(-c3ccco3)cc(C(F)(F)F)n2)n(-c2ccccc2)n1	8	·	8%	14
69	C=CCn1c(SCC(=O)N2CCN(C(=O)c3ccco3)CC2)nc2sc(CC)cc2c1=O	-30	-3%	-8%	9
70	O=S(=O)(NCCC1=CCCCC1)c1cccc(S(=O)(=O)N2CCOCC2)c1	10	-9%	-2%	14
71	COc1ccc(CNC(=O)C2CSCCS2)cc1 (stereo not given)	-15	0%	-5%	?
72	Cc1oc2c(c1C(=O)c1ccccc1)C(=O)C(=O)c1ccccc1-2	-7	-24%	-4%	26

Another view of part of the listing above:
#7 O=c1[nH]cnc2c1C1(CCCC1)Cc1ccccc1-2
#13 CCOC(=O)C1=C(C)NC(SC(C)=O)=NC1c1ccc(OC(C)=O)c(OC)c1 (stereo not given)
#4 COc1ccc(Sc2nnc(Cc3ccccc3)c3ccccc23)cc1
entry no.	7	13	4
PNC assembly inh	2	?	-10
15-hLO-2 inh	-10%	0%	-1%
ALOX12 inhib	2%	-12%	-2%
IMPase inh	-6	10	11

The results go on:
entry	Structure	PNC assembly inh	15-hLO-2 inh	ALOX12 inhib	IMPase inh
73	O=C(Nc1ccccc1-c1nnc(SCc2ccccc2Cl)o1)c1ccccc1	-30	-11%	-2%	?
74	CCCc1ccc(Oc2c(-c3ccc(O)c(C)c3O)n[nH]c2C)cc1	?	-19%	?	-2
75	CCCOc1ccc(OCCN2CCCC(C)C2)cc1 (stereo not given)	9	·	-1%	·
76	O=C(NCc1ccncc1)C1CCCCC1	0	-6%	5%	-12
77	CCCn1c(Nc2ccccc2C)nc2ccccc21	20	·	11%	6
78	Cc1cccc(CNc2ncncc2-c2cccc(C#N)c2)c1	·	17%	-3%	·
79	COc1ccc(CC(=O)OCc2nnc(C3COc4ccccc4O3)o2)cc1OC (stereo not given)	-3	·	-6%	?
80	Cc1ccccc1N1C(=O)CN(Cc2sccc2C)C1=S	-25	·	0%	·
81	CC1=C(C(=O)OC(C)C)C(c2cccnc2)C2=C(CCCC2=O)N1 (stereo not given)	-17	-4%	-14%	-3
82	Cc1cc(Cl)ccc1OCC(=O)NCCOC(=O)Nc1sc(=S)n(C)c1C	29	·	-3%	-1
83	Cc1cc(S(=O)(=O)Nc2c(C)ccc3nsnc23)ccc1F	?	-10%	-7%	13
84	COc1ccc(-n2c(=O)c(-c3cccs3)nc3cnc(Oc4ccccc4)nc32)cc1	·	2%	1%	·
85	CC(C)(C)c1ccc(OC(=O)c2ccc3snnc3c2)cc1	-19	·	1%	·
86	Cc1onc(-c2ccccc2)c1C(=O)NNC(=S)NC(=O)c1ccc(Cl)cc1Cl	8	·	0%	·
87	O=C(NNC(=O)c1ccccc1Cl)c1cccs1	262	·	6%	-4
88	Cc1ccc(CCNC(=O)C2CCC(CNc3c(N4CCC(C)CC4)c(=O)c3=O)CC2)cc1 (stereo not given)	71	·	-7%	·
89	COc1cc(NC(=O)c2ccccc2)c(OC)cc1NC(=O)CN1CCCCC1	23	·	4%	7[0.0738 µM]
90	C/C(=N/NC(=O)c1ccc(Br)o1)c1cccc(NC(=O)c2ccc(C)o2)c1	94	·	5%	·
91	Cc1cc(C)nc(NC(=O)CN2C(=O)c3ccccc3C2=O)n1	38	-13%	-2%	-15
92	CC(=O)N1CCN(C(=S)c2ccc(N(C)C)cc2)CC1	9	-9%	-8%	2
93	O=C(NC(C(=O)NCCN1CCOCC1)C12CC3CC(CC(C3)C1)C2)C1CCCCC1 (stereo not given)	29	8%	6%	3
94	Cc1ccc(-c2csc3nnc(SCC(=O)Nc4nsc(-c5ccccc5)n4)n23)cc1	7	1%	-9%	1
95	COc1ccc(S(=O)(=O)Nc2ccc3c(c2)OCO3)cc1OC	?	-4%	1%	10
